SIAH1 antagonists: Siah-1 peptide-binding antagonists, primary screen, biochemical, fluorescence polarization, rhodamine-plectin, uHTS (AID 1817); E3 ubiquitin-protein ligase SIAH1 (Homo sapiens); Siah-1 / rhodamine-plectin peptide fluorescence polarization; higher % means a stronger effect; displacement, % at 20 µM, or IC50 in µM where a hit was titrated; 290,000 compounds, 0.02% hits;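 active = displacement of at least 50% at 20 µM, with a fluorescence ratio check between 0.3 and a set limit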;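 also: plate controls were Siah plus tracer with DMSO for no effect and tracer alone without Siah for full effect; strong numbers were not always called active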
NOD1 inhibition: NOD1 signaling inhibitors, primary screen, cell-based, luminescence, uHTS (AID 1578); NOD1-driven NF-kB luciferase reporter cells, luminescence; higher % means a stronger effect; one-dose inhibition, % at 4 µM; EC50 in µM for titrated hits; 290,000 compounds, 1% hits; in the data active = inhibition mostly above about 36%, no sharp cut-off; inactive = mostly below about 34%;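 also: HEK-293T reporter cells stimulated with the NOD1 agonist gamma-tri-DAP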
Myeloid diff MLP: induction of myeloid progenitor differentiation, primary screen, cell-based, flow cytometry, MLPCN library. ER-HoxA9 myeloid progenitors, lysozyme-GFP differentiation. calls only at 10 µM. 360,000 compounds, 1% hits;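 active = normalized GFP-positive differentiation at or above the plate's own cutoff, the solvent-only control mean plus 3 SD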;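 also: cells exposed to compound for four days before flow analysis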
Salmonella PhoP GFP: inhibitors of PhoP regulon expression, primary screen, Salmonella Typhimurium, GFP reporter (AID 1863); S. Typhimurium PhoP-regulated promoter GFP reporter, 4 h; higher % means a stronger effect; one-dose inhibition, % at 50 µM; IC50 in µM for titrated hits; 300,000 compounds, 0.16% hits;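 active = inhibition over 29.93%, a cutoff 3 SD above the screen mean, later confirmed by dose response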;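 also: 0% = low Mg2+ inducing control and 100% = high Mg2+ repressing control; strong numbers were not always called active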
LYP inhibition: inhibitors of LYP phosphatase, biochemical, fluorescence intensity, uHTS (AID 1779) | Tyrosine-protein phosphatase non-receptor type 22 (Homo sapiens) | recombinant LYP phosphatase, fluorescence intensity; higher % means a stronger effect | inhibition, % at 11.5 µM, or IC50 in µM where a hit was titrated | 290,000 compounds, 0.054% hits;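 also: plate controls were vehicle with enzyme for no effect and no enzyme for full effect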
KOR beta-arrestin-1: KOR antagonists, beta-arrestin recruitment, cell-based, luminescence, uHTS (AID 1778); Kappa-type opioid receptor (Homo sapiens); KOR beta-arrestin recruitment, luminescence, antagonist mode; higher % means a stronger effect; inhibition, % at 10 µM; hits with a dose series show IC50 in µM; 290,000 compounds, 0.091% hits; also: strong numbers were not always called active
HIV fusion peptide: inhibitors of HIV fusion peptide binding, primary screen, biochemical, uHTS, fluorescence dequenching (AID 1986). 290,000 compounds, 0.3% hits. inhibition, % at 20 µM, or IC50 in µM where a hit was titrated. cell-free peptide binding, fluorescence dequenching, 30 min; higher % means a stronger effect; in the data active = inhibition mostly above about 52%, no sharp cut-off; inactive = mostly below about 76%; also: some results filed as inactive read as strong as hits
KOR beta-arrestin-2: KOR agonists, beta-arrestin recruitment, primary screen, cell-based, luminescence, uHTS (AID 1777); KOR beta-arrestin recruitment, luminescence; higher % means a stronger effect; activation, % at 10 µM, or EC50 in µM where a hit was titrated; 280,000 compounds, 0.02% hits; in the data active = activation above about 50%, passing the limit was not always enough; also: a part of the inactive calls stands beside numbers as strong as those of hits
NOD2 inhibition: NOD2 signaling inhibitors, cell-based, luminescence, uHTS, HEK293 (AID 1566); HEK293 NOD2/NF-kB luciferase reporter, luminescence; higher % means a stronger effect; one-dose inhibition, % at 4 µM; EC50 in µM for titrated hits; 290,000 compounds, 0.63% hits; also: many of its hits are not listed in these tables
Myeloid diff MLP GFP+ MAC1+ %: also measured in Myeloid diff MLP; calls as there; GFP+ MAC1+ double positive, %; measured here: differentiation confirmed by MAC1 staining
* = called active by the depositor; i = inactive; · = no result given; [ ] = dose if it differs, or a comment. Rule as the data show it, unless noted: active = inhibition above about 50%; inactive = the rest. A portion of the library. The share of hits here may be higher or lower than overall.

SMILES	SIAH1 antagonists	NOD1 inhibition	Myeloid diff MLP	Myeloid diff MLP GFP+ MAC1+ %	Salmonella PhoP GFP	LYP inhibition	KOR beta-arrestin-1	HIV fusion peptide	KOR beta-arrestin-2	NOD2 inhibition
CCOC(=O)c1cc2c(nc1NC(=S)Nc1ccccc1)CC(C)(C)OC2	5%	1%	i	0.3	2%	2%	-2%	-0.7%	-2.6%	12%
Cn1c(CO)c(-c2ccccc2)c2cc([N+](=O)[O-])ccc21	4%	-7%	i	0.6	4%	-8%	12%	-2.1%	5.5%	-2%
Cc1cc(=O)oc(C)c1C(=O)N[C@@H](Cc1ccccc1)C(=O)O	-3%	-6%	i	0.8	4%	-7%	7%	-0.3%	0.3%	20%
CN=C(Nc1ccc(C(=O)OC)cc1)SC1CC(=O)N(c2ccccc2F)C1=O (stereo not given)	0%	-23%	i	0.9	13%	2%	25%	-3.5%	-4.7%	7%
O=C(Nc1ccccc1N1CCOCC1)c1cc(Br)c(Br)s1	-2%	-36%	i	0.5	1%	2%	-22%	-2.1%	0.5%	-1%
CC[C@@]12C(=O)N(c3cccc(C)c3)C(=O)N1[C@H](c1ccc(OC)cc1)[C@@H]1C(=O)N(C(C)(C)C)C(=O)[C@@H]12	10%	-30%	i	0.7	-15%	-8%	-83%[20 µM]	1.1%	-2.6%	16%
Cc1nnsc1S(=O)(=O)c1ccccc1	5%	-11%	i	0.3	-4%	-3%	-20%	-0.4%	3.4%	-5%
Cc1noc(C)c1COC(=O)Cn1c(C)nc2ccccc21	-3%	12%	i	0.0	-4%	-9%	15%	-0.1%	-11%	4%
CCCN(CCC)CCCNC(=O)c1cn(CC)c2ccc(S(=O)(=O)N(C)C3CCCCC3)cc2c1=O	8%	-34%	i	0.3	-2%	-12%	-67%	0.8%	-0.8%	-3%
N=C1C(c2ccccc2)=C(O)CN1CCCO	4%	-35%	i	0.4	9%	-8%	22%	-0.8%	-6.0%	5%
COc1cccc(/C=C/C(=O)NCCc2ccc(OC)c(OC)c2)c1	-8%	-7%	i	0.2	-12%	-7%	-6%	-1.0%	-3.0%	22%
COc1ccc(CN2CCCC(C(=O)N3CCCCC3)C2)cc1OC (stereo not given)	4%	-1%	i	0.6	-3%	-9%	14%	0.6%	0.3%	9%
CS(=O)(=O)Cc1cc(N2CCCC2)nc(-c2ccccc2)n1	2%	-32%	i	0.1	-7%	-5%	-2%	-1.2%	-3.3%	7%
CC1(C)Oc2ccc(C(=O)N3CCc4ccccc43)cc2N(CC(=O)N2CCCC2)C1=O	0%	8%	i	0.6	-10%	-2%	6%	-2.1%	-3.7%	25%
CN(C)CCN(C(=O)c1ccc2c(c1)OCCO2)c1nc2cc3c(cc2s1)OCO3	-9%	22%	i	0.2	-2%	-6%	-5%	-2.1%	7.1%	1%
Cc1ccc2c(c1)C(c1ccccc1)N(C(=O)c1cc3ccccc3oc1=O)CC(=O)N2 (stereo not given)	4%	-7%	i	3.2	1%	-3%	-17%	0.6%	2.4%	13%
C=CCN1C(=O)NC2(O)C(=O)c3ccccc3C12O (stereo not given)	-4%	-6%	i	1.3	-15%	-4%	-34%	0.3%	-1.3%	12%
CC(NC(=O)Cn1cc2c(n1)CCCCC2)c1ccccc1 (stereo not given)	3%	-14%	i	2.6	7%	-1%	1%	0.0%	-3.1%	-2%
CCc1nc(Nc2ccccc2)c2nnn(Cc3ccccc3)c2n1	4%	-23%	i	0.2	3%	2%	5%	-0.2%	-3.0%	8%
O=C1C2CCCN2C(c2cccs2)N1c1ccc(F)cc1 (stereo not given)	3%	-33%	i	0.0	6%	6%	-4%	3.1%	8.2%	-3%
COCCN(CCOC)c1nc(-c2ccccc2)nc2ccccc12	2%	-8%	i	0.4	0%	-2%	-9%[20 µM]	0.3%	-0.9%	9%
COCCn1cnc2c1c(=O)n(Cc1c(F)cccc1Cl)c(=O)n2Cc1ccccc1	10%	-18%	i	1.7	4%	-8%	-3%	0.6%	-0.9%	0%
COc1ccc2cc3cc(C(=O)NCCCN4CCc5ccccc5C4)sc3nc2c1	-8%	-30%	i	0.8	11%	-9%	-33%	-3.1%	5.9%	-58%
O=C(Nc1ccc(Cl)c([N+](=O)[O-])c1)C(NCCCO)c1ccccc1 (stereo not given)	5%	-19%	i	0.5	-3%	-1%	-2%	-1.0%	6.1%	5%
Cc1cccc(N(CC(=O)NCCSCc2ccco2)S(=O)(=O)c2ccccc2)c1	1%	-4%	i	0.2	25%	-5%	31%	10%	-3.2%	-3%
Carrying on.
SMILES	SIAH1 antagonists	NOD1 inhibition	Myeloid diff MLP	Myeloid diff MLP GFP+ MAC1+ %	Salmonella PhoP GFP	LYP inhibition	KOR beta-arrestin-1	HIV fusion peptide	KOR beta-arrestin-2	NOD2 inhibition
CCC(C)(C)NC(=O)c1cccc(NC(=O)C(C)C)c1	6%	-37%	i	0.4	13%	-2%	-10%	-0.7%	-1.8%	-2%
O=C(NCc1ccco1)[C@@H]1CCCN1C(=O)c1cccs1	2%	-6%	i	0.4	-1%	-3%	-1%	-0.1%	-0.3%	-3%
O=C(NC1CC1)[C@@H]1CSC2c3ccccc3C(=O)N21 (stereo not given in full)	4%	-30%	i	1.8	-7%	-12%	-11%	0.0%	-2.8%	-11%
COc1cccc(C(c2nnnn2Cc2ccco2)N2CCN(Cc3ccccc3)CC2)c1OC (stereo not given)	0%	-19%	i	0.2	7%	-7%	-5%[20 µM]	-1.4%	·	12%
O=C(Nc1cc(Sc2ccccn2)cc([N+](=O)[O-])c1)c1cccc(Cl)c1	-7%	15%	i	0.4	9%	-5%	6%	-0.1%	-0.8%	12%
Cc1ccccc1C(=O)NC(=S)Nc1ccccc1C(F)(F)F	-2%	13%	i	0.6	-2%	-2%	15%	0.7%	-2.1%	-11%
Cc1cc(CN2CCCC(CNC(=O)c3ccc(F)cc3)C2)cc(C)c1O (stereo not given)	3%	-15%	i	1.8	4%	-3%	7%	0.1%	-1.7%	8%
COc1cc2c(cc1OC)-c1cc(N3CCc4ccccc43)nc(=O)n1CC2	-1%	-13%	i	1.1	-9%	5%	24%	0.8%	1.9%	-3%
CCOc1cc(N2CCOCC2)c(OCC)cc1NC(=O)Cc1ccccc1OC	3%	20%	i	1.6	1%	-3%	15%	-5.8%	4.7%	5%
CCOC(=O)Cc1nnc(Nc2cccc(O)c2)c2ccccc12	4%	-17%	i	0.7	13%	-9%	-6%	2.0%	-8.7%	18%
CN(C(=O)Nc1ccc(S(=O)(=O)N(C)C)cc1)C1CCCCC1	2%	-11%	i	0.7	10%	-6%	-36%	-1.1%	-3.0%	9%
CC[C@H](C)[C@H](NC(N)=O)C(=O)Nc1ccc(OC)c(Cl)c1	-2%	-29%	i	1.3	7%	-2%	-15%	-1.4%	-0.6%	16%
CC(C)=NNc1nc(-c2ccccc2)c(C)s1	4%	-31%	i	0.3	-10%	-2%	8%	-0.3%	-1.1%	-8%
O=S(=O)(Nc1ccc(Cc2ccncc2)cc1)c1ccc(Br)s1	5%	28%	i	1.6	24%	-8%	-21%	1.8%	-2.6%	18%
COc1ccc(NC(C)=O)cc1NC(=O)c1ccc(C#N)cc1	0%	-20%	i	1.2	-5%	-6%	0%	2.2%	-0.8%	-5%
COc1cccc(-c2nc3ccc(O)cc3c(=O)o2)c1	2%	11%	i	3.0	-9%	-2%	14%	1.2%	1.9%	10%
COC(=O)c1cccc(NC(=S)Nc2ccc(Cl)c(Cl)c2)c1	7%	3%	i	0.3	-7%	-3%	2%	0.8%	-1.7%	13%
COc1cc2c(cc1OC)CN(C(=O)/C=C/c1cccc([N+](=O)[O-])c1)CC2	-3%	16%	i	0.3	-7%	-7%	-15%	-2.0%	-5.3%	7%
COc1cc(OC)nc(NC(=O)NS(=O)(=O)c2ccc(F)cc2)n1	2%	-32%	i	0.3	-4%	-4%	13%	0.3%	-2.3%	15%
CC(C)(C)c1ccc(C(=O)Cn2cnnc2C#N)cc1	4%	-34%	i	0.9	-2%	-4%	25%	-0.6%	-4.3%	-6%
COc1ccc(/C=N/NC(=O)CN2CCCC2)cc1	12%	-12%	i	0.8	0%	-13%	-10%	-0.3%	-6.9%	0%
O=C(O)CC1(CC(=O)Nc2ccccc2C(=O)c2ccccc2)CCCC1	-4%	8%	i	0.4	-6%	-7%	-22%	-1.3%	10%	5%
CCN(CC)S(=O)(=O)c1ccc(C(=O)NCc2n[nH]c(=S)n2-c2ccc(Cl)c(Cl)c2)cc1	2%	11%	i	0.2	-4%	-6%	3%	-2.4%	-6.4%	-2%
Cc1ccc(NC(=O)COC(=O)CCCC2=NS(=O)(=O)c3ccccc3N2)cc1C	2%	-16%	i	5.3	2%	-12%	-2%	-0.3%	-0.4%	-13%
COc1ccc(CCN2C(=NC(=O)CCC(=O)O)SC3CS(=O)(=O)CC32)cc1 (stereo not given)	-6%	17%	i	4.3	-1%	-8%	-17%	-3.5%	-0.6%	-3%

Some entries already given with just KOR beta-arrestin-1, Myeloid diff MLP GFP+ MAC1+ % and NOD1 inhibition.
SMILES	KOR beta-arrestin-1	Myeloid diff MLP GFP+ MAC1+ %	NOD1 inhibition
O=C(O)CC1(CC(=O)Nc2ccccc2C(=O)c2ccccc2)CCCC1	-22%	0.4	8%
CCN(CC)S(=O)(=O)c1ccc(C(=O)NCc2n[nH]c(=S)n2-c2ccc(Cl)c(Cl)c2)cc1	3%	0.2	11%
Cc1ccc(NC(=O)COC(=O)CCCC2=NS(=O)(=O)c3ccccc3N2)cc1C	-2%	5.3	-16%

Later entries:
SMILES	SIAH1 antagonists	NOD1 inhibition	Myeloid diff MLP	Myeloid diff MLP GFP+ MAC1+ %	Salmonella PhoP GFP	LYP inhibition	KOR beta-arrestin-1	HIV fusion peptide	KOR beta-arrestin-2	NOD2 inhibition
O=C(c1cccc(Cl)c1)C1CCCN(C(=O)c2ccoc2)C1 (stereo not given)	6%	-22%	i	0.5	-5%	-6%	-22%	0.5%	-6.8%	12%
CCCCNC(C(=O)Nc1ccc([N+](=O)[O-])cc1Br)c1ccccc1 (stereo not given)	-4%	-12%	i	0.1	-11%	-6%	-39%	-0.6%	1.2%	12%
COc1ccc(CC(=O)Nc2ccc(-c3nc4cc(C)ccc4o3)c(O)c2)cc1OC	-1%	-75%	i	0.6	5%	-26%	5%	16%	-4.5%	21%
COC(=O)c1sccc1NC(=O)CN(C)NS(=O)(=O)c1ccc([N+](=O)[O-])cc1	4%	1%	i	0.6	9%	-1%	-23%	-3.7%	-1.8%	-3%
Cc1cc(C)cc(NC(=S)NCc2cccs2)c1	0%	9%	i	1.4	10%	-9%	-9%	1.7%	0.4%	4%
Cc1cc(C(F)(F)F)c2sc(N)nc2n1	-5%	-18%	i	0.0	16%	2%	-16%	-1.9%	-2.5%	6%
Cc1ccccc1C(=O)NNC(=O)/C=C\C(=O)O	7%	-12%	i	0.6	-3%	-8%	25%	0.4%	0.2%	2%

Assay outcomes as filed in PubChem BioAssay.
